Screening data: PubChem BioAssay, several laboratories
CHT allo act: CHT positive allosteric modulators, primary screen, cell-based, membrane potential dye, choline EC20; 0.49% of 310,000 active; AID 488977, 2010; High affinity choline transporter 1 (Homo sapiens), Q9GZV3; B-score at 10 µM; CHT-expressing cells; stronger effect = higher value; LV-AA mutant CHT in HEK293 cells;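 active = initial fluorescence not abnormally high and integrated response B-score, plate-corrected, over 3 SD above library mean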
Target sequence (Q9GZV3 whole entry, looked up): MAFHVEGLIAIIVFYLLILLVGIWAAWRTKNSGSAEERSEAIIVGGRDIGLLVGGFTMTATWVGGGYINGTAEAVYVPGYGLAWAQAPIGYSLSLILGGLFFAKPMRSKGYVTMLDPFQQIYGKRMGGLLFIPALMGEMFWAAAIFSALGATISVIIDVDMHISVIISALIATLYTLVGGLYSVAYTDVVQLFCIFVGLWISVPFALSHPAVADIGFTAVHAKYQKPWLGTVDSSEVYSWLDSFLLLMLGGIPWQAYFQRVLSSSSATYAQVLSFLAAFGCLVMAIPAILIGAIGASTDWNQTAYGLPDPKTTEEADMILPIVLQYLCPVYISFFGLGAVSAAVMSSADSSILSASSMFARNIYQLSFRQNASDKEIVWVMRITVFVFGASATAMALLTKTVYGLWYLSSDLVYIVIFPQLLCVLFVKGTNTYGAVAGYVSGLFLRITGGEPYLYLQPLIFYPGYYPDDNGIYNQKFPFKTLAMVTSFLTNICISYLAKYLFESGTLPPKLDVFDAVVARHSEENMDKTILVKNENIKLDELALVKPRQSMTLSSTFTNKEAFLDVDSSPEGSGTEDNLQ
OX1R antag: OX1R (HCRTR1) antagonists, primary screen, fluorescence, CHO/OX1R cells, Fluo-8 calcium, orexin A | Fluo-8 calcium fluorescence | inhibition, % at 5 µM | 0.43% of 330,000 active;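 active = inhibition above its plate's threshold, mean inhibition of all tested compounds on the plate plus 3 SD, cut at about 37% in these data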;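 also: 0% = orexin A challenge wells and 100% = SB-334867-A antagonist wells; not every result past the cut was called active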
Target sequence (O43613 whole entry, looked up): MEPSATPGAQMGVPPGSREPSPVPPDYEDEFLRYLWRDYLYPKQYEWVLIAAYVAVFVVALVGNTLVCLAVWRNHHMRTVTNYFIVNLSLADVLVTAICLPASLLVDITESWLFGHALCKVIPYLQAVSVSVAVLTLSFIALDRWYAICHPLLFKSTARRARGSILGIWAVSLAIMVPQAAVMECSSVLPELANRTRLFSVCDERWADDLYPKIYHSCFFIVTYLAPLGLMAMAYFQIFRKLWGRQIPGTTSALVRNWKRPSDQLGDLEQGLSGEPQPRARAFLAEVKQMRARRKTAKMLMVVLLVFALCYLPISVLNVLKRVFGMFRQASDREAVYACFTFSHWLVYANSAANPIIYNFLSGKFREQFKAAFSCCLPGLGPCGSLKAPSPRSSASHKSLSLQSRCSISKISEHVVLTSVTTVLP
* hit, by the source's call; i = inactive; / = no result given.

SMILES	CHT allo act	OX1R antag
O=c1c(-c2ccco2)[n+]([O-])c2ccccc2n1OCc1c(F)cccc1F	i	-22.4
O=C(c1ccc(-c2cccc(C(F)(F)F)c2)o1)N1CCCC(C(F)(F)F)C1 (stereo not drawn)	i	-39.5
O=C(CSc1ccc2nnc(CCNC(=O)c3ccccc3)n2n1)NCc1ccc(F)cc1	i	-9.1
Cc1nnc(SCC(=O)Nc2ccccc2N2CCOCC2)s1	i	-13.6
Fc1ccc(CNC(=S)Nc2cccc(C(F)(F)F)c2)cc1	i	16.9
CCCCN(CCCC)CCNC(=O)c1ccc2nc(-c3ccccc3NC(C)=O)c(=O)[nH]c2c1	i	-22.2
CC1CCN(S(=O)(=O)c2cc(Br)cc(C(=O)NC3=NCCS3)c2)CC1	i	-21.8
Cn1c(N)c(N2CCCCC2)c(=O)n(CC(=O)Nc2cccc(C#N)c2)c1=O	/	-17.5
Cc1c(NC(=O)CSc2n[nH]c(-c3ccccc3)n2)c(=O)n(-c2ccccc2)n1C	i	1.3
O=C(O)CCCNS(=O)(=O)c1ccc(Br)s1	i	1.6
CCN(CC)S(=O)(=O)c1ccc2c(c1)nc(CCC(=O)O)n2C	i	-18.3
CC1CCCC(C)N1C(=O)COC(=O)c1cc([N+](=O)[O-])ccc1N1CCOCC1 (stereo not drawn)	i	-28.8
O=C1COc2ccc(-c3n[nH]c(=O)c4ccccc34)cc2N1	i	12.1
CCNC(=S)NNC(=O)c1cc(-c2cc(C)ccc2C)nc2ccccc12	i	-7.7
O=C(Nc1ccon1)c1ccccc1F	i	1.8
Cn1cnc([N+](=O)[O-])c1SCC(O)CCl (stereo not drawn)	i	-11.9
O=C(O)C1Cn2c(nc3c(c2=O)C2(CCCC2)Cc2ccccc2-3)S1 (stereo not drawn)	i	-12.8
CN(CC(=O)Nc1ccccc1Cl)C(=O)c1ccc(COc2ccccc2)cc1	i	-31.5
O=[N+]([O-])c1ccccc1Oc1ccc(C(F)(F)F)cn1	i	-11.3
CCCCCCCCN=C1NC(=O)CS1	i	-27.8
CCOC(=O)c1c(NC(=O)COC(=O)c2ccccn2)sc2c1CCC2	i	-18.3
CC(=O)CC(C)(C)Nc1nc2cc([N+](=O)[O-])ccc2o1	i	8.0
CCn1cc(C(=O)N2CCCCC2)c(=O)c2cc(S(=O)(=O)N3CCC(C)CC3)ccc21	i	-23.0
N#Cc1cc2c(nc1Cl)CCC2	i	-10.8
CC1CCCN(C(=O)CSc2nnc(-c3ccncc3)n2C)C1 (stereo not drawn)	i	-8.1
c1ccc(CSc2ccc(-c3ccccn3)nn2)nc1	i	-13.9
CN(C)S(=O)(=O)c1cccc(-c2nnc(SCc3cc(Cl)cc4c3OCOC4)n2N)c1	i	-33.0
CCOC(=O)N/N=C\c1sccc1C	i	5.9
Cc1cc(/C=N/Nc2nc(N)ncc2[N+](=O)[O-])c(C)n1-c1ccccc1F	i	-37.1
CNC(=S)N1N=C(c2ccc(OC)cc2)CC1c1ccc(N(C)C)cc1 (stereo not drawn)	i	3.1
COc1ccc(S(=O)(=O)Nc2cccc3c2O[C@H](CN(C)S(=O)(=O)c2cn(C)cn2)[C@@H](C)CN([C@H](C)CO)C3=O)cc1	/	-13.7
Cc1nn2c(=O)cc(COC(=O)c3c(F)cccc3Cl)nc2s1	/	-9.0
C=CCSc1nc(C)c2cc(C)cc(C)c2n1	i	-32.4
CCOC(=O)[C@@H]1[C@H]2COc3ccc(Br)cc3[C@@H]2N2C(=O)N(c3cccc(Cl)c3)C(=O)[C@]12C	i	-34.9
CC(Oc1ccccc1Br)C(=O)N1CCc2ccccc21 (stereo not drawn)	i	-22.4
CN1CCCN(C(=O)/C=C/c2ccc(Cl)cc2Cl)CC1	i	-16.9
CC(=O)OCCOc1nc(NC(C)C)nc(NC(C)C)n1	i	-20.2
CC(C)C(NC(=O)c1ccco1)C(=O)NCC(c1ccco1)N1CCCCC1 (stereo not drawn)	i	-24.3
COc1ccc(NC(=O)c2sc3nc(C)nc(N4CCN(c5ccccn5)CC4)c3c2C)c(OC)c1	i	-38.0
O=C(COc1ccccc1F)NNC(=O)Cc1ccc(S(=O)(=O)N2CCOCC2)s1	i	-19.4
Cc1cc2c(s1)c1cnn(Cc3ccccc3F)c(=O)c1n2C	i	-26.9
COCCn1c(SCC(=O)NC2CCCC2)nnc1-c1ccco1	i	-19.3
O=C(C1=C(O)C(=O)N(Cc2ccco2)C1c1cccc([N+](=O)[O-])c1)c1ccco1 (stereo not drawn)	i	-3.3
O=C(Cc1ccccc1Cl)Nc1ccc(S(=O)(=O)Nc2nccs2)cc1	i	-2.1
COc1cc(NS(=O)(=O)c2cc(C(=O)NCCc3ccccn3)ccc2OC)cc(OC)c1	/	-13.9
O=C(O)c1cc(-c2ccccc2)on1	i	-3.6
COC(=O)/C(C#N)=C/c1c(N2CCCCCC2)nc2ccccn2c1=O	i	-25.5
c1ccc(C(c2ccccc2)c2noc(CN3CCN(C4CCCC4)CC3)n2)cc1	i	-18.8
CCc1cccc(N=c2c([N+](=O)[O-])nn(-c3ccc4c(c3)OCCO4)n2O)c1	i	-37.4
CCOC(=O)C(CCCOc1cccc(OC)c1)C(=O)OCC	i	3.2

Additional structures
SMILES	CHT allo act	OX1R antag
CN(Cc1ccc(F)cc1)Cc1nc(-c2cnccn2)no1	i	-11.4
COc1cc(/C=C/C(=O)Nc2ccc(C(C)=O)cc2)cc(OC)c1OC	i	-19.4
COc1nc(Oc2ccc(C(=O)OCC(N)=O)cc2)nc(N(C)C)n1	i	-7.8
Cc1cccc(NC(=O)C[n+]2ccc(N(C)C)cc2)c1	i	-6.3
COc1cccc(N/C=C/C(=O)c2ccc(C)cc2)c1	i	-19.0
CCOC(=O)c1ccc(NC(=O)Nc2ncc(Cl)cc2Cl)cc1	i	-8.6
CC(C)c1ccc(S(=O)(=O)Nc2ccc(O)c(Sc3ncn[nH]3)c2)cc1	i	/
Cc1ccc2c(c1)N(C(=O)CCC(=O)NC1CCCCCC1)CCO2	i	-11.4
CCC(C(=O)OCC(=O)Nc1ccc(C(N)=O)cc1)c1ccccc1 (stereo not drawn)	i	5.2
CCNC(=S)NN=C1c2ccccc2-c2ccccc21	i	-29.2
O=C(COCc1nc2ccccc2c(=O)[nH]1)NC1CCCC1	i	-11.0
COc1ccccc1-c1oc2ccccc2c1C#CC1(N)CCCCC1	/	5.8
CCn1c(=N)n(CC(=O)c2ccc(OC)cc2)c2ccccc21	i	-31.0
COc1nc(N(C)S(=O)(=O)c2ccc(C)cc2)nc(C)c1Br	i	-14.8
COC(=O)Cc1c(C)nc2nc[nH]n2c1=O	i	-8.0
CN(C)C=Nc1nc2ccccc2nc1N1CCCC1	i	-5.5
O=C(NC1CCCCC1)C(c1cccnc1)N(C(=O)c1csnn1)c1ccccc1 (stereo not drawn)	i	-13.4
Cc1cc(SCC(=O)c2ccccc2)n2nc(C)nc2n1	i	-28.6
Cc1ccc(S(=O)(=O)N2CCCC2C(=O)Nc2ccc(O)cc2)cc1 (stereo not drawn)	i	1.1
CCCC[n+]1c2ccccc2cc2ccccc21	i	-12.0

Reformatted as labelled records: entries from further up
Cc1cc2c(s1)c1cnn(Cc3ccccc3F)c(=O)c1n2C
  CHT allo act: i
  OX1R antag: -26.9
COCCn1c(SCC(=O)NC2CCCC2)nnc1-c1ccco1
  CHT allo act: i
  OX1R antag: -19.3
O=C(C1=C(O)C(=O)N(Cc2ccco2)C1c1cccc([N+](=O)[O-])c1)c1ccco1 (stereo not drawn)
  CHT allo act: i
  OX1R antag: -3.3
O=C(Cc1ccccc1Cl)Nc1ccc(S(=O)(=O)Nc2nccs2)cc1
  CHT allo act: i
  OX1R antag: -2.1

One compound at a time (already shown). Values in the order: CHT allo act | OX1R antag
`CN(C)C=Nc1nc2ccccc2nc1N1CCCC1` in the list: i | -5.5
`O=C(NC1CCCCC1)C(c1cccnc1)N(C(=O)c1csnn1)c1ccccc1` (stereo not drawn) in the list: i | -13.4

Carrying on.
SMILES	CHT allo act	OX1R antag
CC(C)CC(=O)NCCCN1CCN(CCCNC(=O)CC(C)C)CC1	i	-3.6
COc1ccc(OC)c(NC(=O)COC(=O)C2CCN(C(=O)c3ccc(Cl)cc3)CC2)c1	i	-30.1
CCOC(=O)c1sc2nc(CC(=O)OC)nc(NCc3ccc(Cl)cc3)c2c1C	i	-12.8
Cc1noc(C)c1NC(=O)N(C)C[C@H]1Oc2ccc(NS(=O)(=O)c3c(C)noc3C)cc2C(=O)N([C@H](C)CO)C[C@@H]1C	/	-12.8
CCOc1ccc(NS(=O)(=O)c2ccc(C(=O)N(C)CC(=O)Nc3ccc(C)cc3)cc2)cc1	i	-16.5
Cc1noc(C)c1C(=O)N1CCN(c2ccccc2O)CC1	/	-13.4
COc1ccc(NC(=S)N2CCC(c3ccc(C)cc3)C2)cc1 (stereo not drawn)	i	6.6
CCCC/C(O)=N\S(=O)(=O)c1ccc(N=NN(C)C)cc1	i	-2.7
COc1ccc(NC(=O)CN(C)C(=O)c2cccc(-n3cccc3)c2)cc1	i	-18.4
CCCN(Cc1ccccc1)S(=O)(=O)c1ccc(N2C(=O)CCC2=O)cc1	i	-1.6
Cc1occc1C(=O)Nc1cc(C(C)(C)C)on1	i	-10.3
COc1cccc(N=CC2=C(O)CCCC2=O)c1	i	-26.0
O=C1C(=O)N(CC2CCCO2)C(c2ccco2)/C1=C(/O)c1ccc(F)cc1 (stereo not drawn)	i	-2.7
COc1ccc(/C=C/CN2CCCC(C(=O)c3cc(F)ccc3F)C2)cc1 (stereo not drawn)	i	-26.1
O=C(c1cccc(Cl)c1)N1CCN(Cc2c[nH]c3ccccc23)CC1	i	-22.5
COn1c(=O)c(-c2ccc(Cl)cc2)[n+]([O-])c2ccccc21	i	-2.8
CC(=O)OC(C#CCN1CCOCC1)c1ccccc1 (stereo not drawn)	i	-0.8
COc1cccc(NC(=O)C(c2ccccc2)N2CCCC2)c1 (stereo not drawn)	i	-15.8
COCc1c(C(=O)OC/C(O)=C(\C#N)c2nc3ccccc3[nH]2)oc2ccccc12	i	-25.5
COc1ccc(S(=O)(=O)N/N=C\c2ccc([N+](=O)[O-])o2)c(OC)c1	i	5.5

Overlap with the part before: three compounds, then new ones.
SMILES	CHT allo act	OX1R antag
COc1cccc(NC(=O)C(c2ccccc2)N2CCCC2)c1 (stereo not drawn)	i	-15.8
COCc1c(C(=O)OC/C(O)=C(\C#N)c2nc3ccccc3[nH]2)oc2ccccc12	i	-25.5
COc1ccc(S(=O)(=O)N/N=C\c2ccc([N+](=O)[O-])o2)c(OC)c1	i	5.5
Cn1nc(C(F)(F)F)c(-c2ccc(Br)cc2)c1NC(=O)C1CCC1C(=O)O (stereo not drawn)	i	-4.8
Cc1nnc(SCC(=O)NCC(=O)Nc2ccc(F)c(F)c2F)n1Cc1ccccc1	i	-17.4
CC(C)COc1ccc(C(=O)NNC(=O)CCC(=O)c2cccs2)cc1	/	-18.4
COc1cc(/C=N/N=C(N)N)ccc1OCc1ccc(Cl)cc1	i	-6.8
Cc1ccc([N+](=O)[O-])c(OCCN2C(=O)NC(C)(C)C2=O)c1	i	-15.7
COc1ccc(CC2(C)OC(c3ccc(C)c([N+](=O)[O-])c3)=NN2C(C)=O)cc1 (stereo not drawn)	i	-44.4
COc1cc(OC)cc(C(=O)NNC(=O)c2ccc3c(c2)OCCO3)c1	/	-16.6
Clc1ccc(Sc2cc(N3CCOCC3)nc(-c3ccccc3)n2)cc1	i	-9.9
COc1ccc(-c2noc(C3CCCN(C(=O)c4c(F)cccc4F)C3)n2)cc1OC (stereo not drawn)	i	-17.6
COc1ccc(NC(=O)c2nc[nH]c2C(=O)N[C@H](C)c2ccccc2)cc1	i	-37.4

By substructure, the compounds so far containing a cyano group
SMILES	CHT allo act	OX1R antag
Cn1c(N)c(N2CCCCC2)c(=O)n(CC(=O)Nc2cccc(C#N)c2)c1=O	/	-17.5
N#Cc1cc2c(nc1Cl)CCC2	i	-10.8
COC(=O)/C(C#N)=C/c1c(N2CCCCCC2)nc2ccccn2c1=O	i	-25.5
COCc1c(C(=O)OC/C(O)=C(\C#N)c2nc3ccccc3[nH]2)oc2ccccc12	i	-25.5

(cont.)
SMILES	CHT allo act	OX1R antag
CCCCN(C(=O)CSc1nnc(-c2ccc(OC)cc2)n1CC)c1c(N)n(Cc2ccccc2)c(=O)[nH]c1=O	i	-3.3
C=CCC(O)(CCN1CCCCC1)c1ccccc1 (stereo not drawn)	i	-9.8
COc1ccc(/C=C/c2nc(C)c(-c3ccccc3)c(=O)[nH]2)cc1OC	i	-5.1
CCN=c1scc(-c2ccccc2)n1/N=C/c1ccccn1	i	-11.9
CCOC(=O)c1c(NC(=O)CSc2nnc3c(Cl)cc(Cl)cn23)sc2c1CCC2	i	-19.3
Cc1ccccc1OCC(=O)NNC(=O)c1ccc(-n2cncn2)c([N+](=O)[O-])c1	i	-15.4
COc1ccccc1N(C)S(=O)(=O)c1ccc(C(=O)OCC(=O)N2CCCCCC2)cc1	i	-17.3
CN1CCc2c(sc3nc(SCC(=O)N4CCOCC4)nc(N)c23)C1	i	6.2
Cc1ccc(-n2nnnc2SCn2nnc3ccccc3c2=O)c(C)c1	i	41.6*
COc1cc(CNCc2cccs2)ccc1OCc1ccccc1	i	17.1
COc1cc([N+](=O)[O-])ccc1NC(=O)CCCOc1cccc(C)c1	i	-19.7
O=C(Nc1ccc2nc(-c3ccccc3)[nH]c2c1)c1ccco1	i	-18.1
O=C(/C=C/N1CCOCC1)c1cc2ccccc2o1	i	-11.2
COCCNS(=O)(=O)c1cccc2cccnc12	i	-12.0
COC(=O)c1ccc(Cl)c(NC(=O)CSc2nnc(-c3ccncc3)o2)c1	i	-2.1
COc1ccc(CSc2nc(CSC)cc(N3CCOCC3)n2)cc1	i	5.9
COc1ccc(CC(=O)Nc2c3c(nn2-c2cccc(C)c2C)CS(=O)C3)cc1OC (stereo not drawn)	i	0.1
COc1ccc(S(=O)(=O)NCCc2cn3nc(C)c(C)nc3n2)cc1F	i	-4.7
CCN1CCN(CC(=O)N2N=C(c3cccs3)CC2c2ccc(F)cc2)C(=O)C1=O (stereo not drawn)	i	-14.2
